From PubChem BioAssay
NCOA2 inhibitor = human SRC2 (NCOA2) inhibition; Q15596; HEK293 GAL4-SRC2 luciferase reporter, luminescence; inhibition, % at 9 µM; 370,000 compounds, 0.17% hits;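 active = inhibition above the mean inhibition of all tested compounds plus 3 SD, set per campaign, cut at about 52% in these data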;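 note: 0% = DMSO treated cells and 100% = cells given Gossypol at 36 µM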
NOD2-RIPK2 inh = blocks binding of human NOD2 to RIPK2. CHO BLA complementation NOD2-RIPK2, CCF4 ratio. AID 624267. O43353. 360,000 compounds, 0.38% hits. inhibition, % at 4.98 µM; in the data active = inhibition above about 21%;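 note: 0% = vehicle only and 100% = reference blocker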
Target sequence (O43353 whole entry, looked up): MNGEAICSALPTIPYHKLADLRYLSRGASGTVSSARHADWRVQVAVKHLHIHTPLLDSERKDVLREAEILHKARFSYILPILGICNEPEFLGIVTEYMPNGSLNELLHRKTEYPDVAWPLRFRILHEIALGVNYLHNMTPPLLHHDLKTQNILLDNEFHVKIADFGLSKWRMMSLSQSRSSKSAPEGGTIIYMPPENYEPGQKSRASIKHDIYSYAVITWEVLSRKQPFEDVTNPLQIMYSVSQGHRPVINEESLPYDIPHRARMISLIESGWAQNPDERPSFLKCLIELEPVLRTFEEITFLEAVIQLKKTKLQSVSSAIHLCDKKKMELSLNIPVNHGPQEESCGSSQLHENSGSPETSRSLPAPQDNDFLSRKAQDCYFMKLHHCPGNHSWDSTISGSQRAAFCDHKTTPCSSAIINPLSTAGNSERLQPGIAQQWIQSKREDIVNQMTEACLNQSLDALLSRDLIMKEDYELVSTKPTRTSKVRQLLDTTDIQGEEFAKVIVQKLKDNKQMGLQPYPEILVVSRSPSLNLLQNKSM
LMP1 NFkB inh = reduces LMP1-driven NF-kappaB luciferase signal. inhibition, % at 12.5 µM. 350,000 compounds, 0.69% hits. LMP1-induced NF-kappaB luciferase reporter cells, luminescence; in the data active = inhibition above about 41%;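 note: 0% = neutral control wells and 100% = reference inhibitor control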
NCOA3 inh = human NCOA3 inhibition; Q9Y6Q9; AID 588352; inhibition, % at 3.6 µM; 360,000 compounds, 0.17% hits; HEK293 GAL4-SRC3 luciferase reporter, luminescence;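 active = inhibition above a per-campaign cutoff, the mean of all compounds plus 3 SD, cut at about 60% in these data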;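 note: 0% = DMSO-treated cells and 100% = gossypol-treated cells at 36 µM; higher means less SRC3-driven luciferase light from the GAL4 reporter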
TROY NFkB inh = inhibitors of TROY-dependent NF-kB signaling | inhibition, % at 10 µM | Q293 LMP1-TROYcd NF-kB luciferase reporter, 4 h | 360,000 compounds, 0.98% hits;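 active = compounds whose plate-normalised and pattern-corrected inhibition of the luciferase reporter signal at the single screening dose is 50% or more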
TLR9-MyD88 inh = blocks human TLR9 binding to MyD88; 340,000 compounds, 0.21% hits; AID 504734; CHO BLA complementation TLR9-MyD88, CCF4 FRET ratio; Q9NR96+Q99836; inhibition, % at 4.98 µM;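 active = inhibition above the mean over all tested compounds plus 3 SD, cut at about 21% in these data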;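 note: 0% = DMSO only wells and 100% = clavulanate BLA inhibitor control wells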
NCOA1 inh = inhibitors of human steroid receptor coactivator 1 (SRC1) | Q15788 | HEK293 GAL4-SRC1 luciferase reporter, luminescence | inhibition, % at 3.6 µM | 360,000 compounds, 0.12% hits | AID 588354;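 active = inhibition above the campaign mean plus 3 SD, with each screening campaign given its own cutoff, cut at about 60% in these data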;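 note: 0% = DMSO treated cells and 100% = gossypol at 36 µM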
NR2F2 inh = inhibitors of human COUP-TFII (NR2F2); P24468; HEK293T NGFI-A luciferase reporter, luminescence; inhibition, % at 8.6 µM; 370,000 compounds, 0.7% hits; AID 686940;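 active = inhibition above a per-plate cutoff, mean inhibition of test wells between control levels plus 3 SD, cut at about 38% in these data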;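 note: cells cotransfected with COUP-TFII expression vector driving the NGFI-A reporter; 0% = median of COUP-TF2 test wells and 100% = reporter-only cells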
TRAIL sens C8 = caspase-8 TRAIL sensitization. NB7+C8 cells + TRAIL, ATPlite viability luminescence. inhibition (viability loss, TRAIL sensitization), % at 10 µM. 360,000 compounds, 1% hits;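 active = compounds causing at least 50% loss of cell viability in the single-dose screen, relative to plate controls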
LRH-1 inv ag = NR5A2 inverse agonism in reporter assay | inhibition, % at 3.6 µM | 360,000 compounds, 0.13% hits | O00482 | HEK293T StAR-luciferase reporter, LRH-1 transfected, 24 h;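 active = inhibition above the mean inhibition of all tested compounds plus 3 SD, cut at about 73% in these data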;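 note: 0% = DMSO wells and 100% = reporter-only cells lacking LRH-1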
Target sequence (O00482 whole entry, looked up): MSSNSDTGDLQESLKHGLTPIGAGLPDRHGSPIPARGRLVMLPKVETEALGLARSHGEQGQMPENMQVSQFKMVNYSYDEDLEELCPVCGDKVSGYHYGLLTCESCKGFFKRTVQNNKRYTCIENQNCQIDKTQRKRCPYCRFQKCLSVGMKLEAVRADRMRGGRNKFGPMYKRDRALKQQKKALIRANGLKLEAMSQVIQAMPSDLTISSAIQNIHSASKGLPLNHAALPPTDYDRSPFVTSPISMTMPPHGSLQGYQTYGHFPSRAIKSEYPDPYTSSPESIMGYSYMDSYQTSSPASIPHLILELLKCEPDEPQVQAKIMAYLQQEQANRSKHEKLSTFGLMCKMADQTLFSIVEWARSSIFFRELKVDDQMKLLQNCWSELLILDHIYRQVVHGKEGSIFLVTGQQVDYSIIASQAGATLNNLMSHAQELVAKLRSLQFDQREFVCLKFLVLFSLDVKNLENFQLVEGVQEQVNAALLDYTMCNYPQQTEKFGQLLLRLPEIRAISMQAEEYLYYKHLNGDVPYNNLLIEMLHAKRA
Vif imaging = inhibitors of HIV Vif; HEK293T cells, Vif self-association by quenched fluorescence, imaging, 24 h; inhibition, % at 7.49 µM; 340,000 compounds, 0.35% hits; in the data active = inhibition above about 50%, passing the limit was not always enough; note: some results filed as inactive read as strong as hits
Numbers without * were called inactive; / = not tested or not shown.

SMILES	NCOA2 inhibitor	NOD2-RIPK2 inh	LMP1 NFkB inh	NCOA3 inh	TROY NFkB inh	TLR9-MyD88 inh	NCOA1 inh	NR2F2 inh	TRAIL sens C8	LRH-1 inv ag	Vif imaging
CCCCCc1ccc(OCCOCCn2c[n+](C)c3ccccc32)c(CCCCC)c1	/	-7	20	54	52*	-9	-35	/	39	38	6
NS(=O)(=O)c1ccc(NC(=O)c2ccc(S(=O)(=O)N3CCOCC3)o2)cc1	12	-14	/	16	2	/	19	-10	6	0	1
CCOC(=O)Cc1nnc(NC(=O)CSc2ccc(C)cc2)s1	8	-10	0	11	-24	0	-18	10	9	-5	-17
COc1ccc(/C=C2\SC(=O)N(CC(=O)Nc3ccccc3O)C2=O)cc1OC	-33	2	6	-20	-30	2	-4	-2	4	-17	0
Cc1ccc(NC(=O)Cn2c(-c3ccc(F)cc3)cnc2SCC(=O)Nc2c(C)cccc2C)cc1	7	-4	-33	-17	-9	-15	4	-7	6	7	-2
CC(=O)c1n[nH]nc1NC(=O)c1ccccc1	0	-6	-2	6	23	-6	-6	-4	-7	5	2
COc1c(OC)c2[nH]c(=O)cc3c4ccccc4n(c1=O)c23	-12	3	-3	-53	2	-11	-28	14	14	6	1
COC(=O)C1CN(C(=O)COc2ccc(Cl)c(C)c2)c2ccccc2O1 (centres undefined)	-17	3	-6	2	-26	-12	7	2	-3	1	-5
COc1ccc(N2CCN(C(=O)c3cc(=O)c4ccc(C)cc4o3)CC2)cc1	-9	-6	2	9	-6	-2	1	-4	-12	7	0
COC(=O)c1ccc(-c2ccco2)n1Cc1cccc(C)c1	-12	10	1	3	-6	4	10	1	0	-17	-1
COc1ccc(CNC(=O)C2CSC(=O)C2)cc1 (centres undefined)	-3	-1	-22	8	7	2	9	0	1	9	3
COC(=O)C1CCN(C(=O)CC(NC(=O)C(F)(F)F)c2cccs2)CC1 (centres undefined)	-14	-4	2	6	-20	2	-5	-8	-4	-2	-2
CCCCCC(=O)NC(NC(=S)Nc1ccc(S(N)(=O)=O)cc1)C(Cl)(Cl)Cl (centres undefined)	10	0	0	6	12	-3	-22	-18	1	-8	7
CCCn1c(=C(C#N)C#N)s/c(=C2\C=Cc3ccccc3N2CC)c1=O	-2	1	-9	15	-2	-4	8	-2	2	11	-3
CC(C)(C)Sc1ccc([N+](=O)[O-])cc1C(=O)Nc1ccncc1	-16	-16	2	-17	-5	12	-26	-39	-2	-2	-19
O=C(CSc1nnc(-c2ccccc2)o1)NC1CCCCC1	-3	11	5	4	2	-1	5	7	6	4	20
COC(=O)c1ccccc1NC(=O)CNc1ccc(F)c(S(=O)(=O)N2CCOCC2)c1	1	2	2	-5	-13	7	8	17	8	-8	-4
COc1ccc(C(=O)OCC(=O)Nc2ccc3c(c2)OCO3)cc1S(=O)(=O)N1CCOCC1	12	3	-6	25	1	4	-10	15	-29	-30	/
Cc1cccc(NC(=O)/C(C#N)=C\c2cc(C)n(-c3ccc(C(=O)O)cc3)c2C)c1	0	-3	9	-1	21	-7	14	-1	-8	-31	/
COc1cc(O)c(C(CC(=O)N2CCCCC2)c2ccc3c(c2)OCO3)c(OC)c1 (centres undefined)	-5	-13	-5	-4	-6	-6	-22	4	-6	12	-7
O=C(CN(Cc1ccco1)C(=O)CCC(=O)Nc1ccccn1)NCCc1ccccc1	-23	-1	-7	6	0	3	-1	-3	-5	22	15
COc1cccc(N2CCN(S(=O)(=O)c3cc4c(cc3C)N(C)CCO4)CC2)c1	-19	5	10	-1	3	0	0	16	-3	-9	76*
Cc1ccc(/C(COc2ccccc2O)=N\O)cc1	-1	1	4	-17	-31	3	-9	-7	-7	7	7
CNc1nc(SCc2ccc(C)cc2)nc2c1CCCC2	11	-7	2	-10	-21	-8	-82	-16	21	-20	5
CN(CC1CCCCO1)C(=O)c1cc(COc2ccc(F)cc2Cl)on1 (centres undefined)	-50	-3	-9	-17	-75	0	-35	-15	-4	-21	-8
Cc1ccc(NC(=O)CN(C)C(=O)CSc2ncc(C(F)(F)F)cc2Cl)cc1	-16	-1	-2	1	-24	-11	-9	18	-4	-12	0
c1ccc(C2c3c(ccc4ccccc34)Oc3ncn4nc(-c5ccco5)nc4c32)cc1 (centres undefined)	-1	0	-5	0	-1	-2	-8	-7	24	3	7
COCCn1c(SCC(=O)NCc2ccco2)nc2cccnc21	-5	-3	-13	10	5	1	-3	2	3	-11	16
Cc1ccc(CNC(=O)C2CC(c3ccc(C(F)(F)F)cc3)=NO2)o1 (centres undefined)	-14	-1	2	2	3	-5	-27	-12	15	8	8
Cc1ccc(NC(=O)c2cc3ccccc3o2)cc1	-66	-10	-23	-137	-39	-2	-127	-36	34	-154	-4
CC(C)n1c(SCC(=O)N2c3ccccc3Sc3ccccc32)nc2c1c(=O)n(C)c(=O)n2C	0	-3	13	13	12	0	11	-5	16	-11	10
Cc1nn(-c2ccccc2)nc1CNC(=O)C(C)Cc1ccccc1 (centres undefined)	-20	-1	5	7	-5	-5	7	4	23	0	16
C=CCNC(=S)N/N=C/c1ccc(-c2ccc(Cl)cc2Cl)o1	5	7	7	8	-13	-8	-11	15	6	-21	0
COc1ccc(Cn2nnc(C(=O)Nc3ccc(F)cc3)c2N)cc1	-52	-2	1	-20	-12	6	-19	-7	-9	13	/
COc1ccccc1CNC(=O)CCCN1C(=O)NC2(CCCC2)C1=O	-8	1	5	-7	16	3	-11	-4	-10	12	2
COc1ccc(C(=O)Nc2ccc(S(=O)(=O)Nc3cnc4ccccc4n3)cc2)cc1	8	-7	-2	-4	10	-1	-44	7	3	-1	-12
Cc1ccc(S(=O)(=O)N2CCN(C(=O)COC(=O)c3ccc([N+](=O)[O-])o3)CC2)c(C)c1	7	-9	-6	-9	-4	-3	-12	-15	10	23	10
COc1ccc2c(c1)C(=NNc1ccc(C(=O)O)cc1)c1cc(OC)ccc1-2	-10	1	-9	-13	-13	-6	4	0	0	18	-7
CN(CCC#N)C(=O)COC(=O)c1c2c(nc3ccccc13)/C(=C\c1ccco1)CC2	-11	14	-17	-49	-13	5	-23	0	10	-56	7
CCS(=O)(=O)CCSC1OC(COC(C)=O)C(OC(C)=O)C(OC(C)=O)C1OC(C)=O (centres undefined)	12	2	5	10	-8	-12	-7	9	-21	-2	1
COC(=O)c1sc(S(=O)(=O)NCCC(=O)O)c(C(=O)OC)c1C	-37	-5	11	16	-5	-6	3	3	3	0	6
Cc1c(C(C)C[C@H](C)O)oc(=O)c2c1Oc1c(C)c(C(C)C[C@H](C)O)oc(=O)c1C2 (some centres undefined)	0	3	4	-7	-23	1	-12	3	-7	1	-3
CC1CN(C(=O)CCCN2C(=O)c3ccccc3C2=O)CC(C)O1 (centres undefined)	-6	-12	5	-4	0	-12	-2	9	-6	-9	4
CC(=O)Nc1nc(SCCCc2ccccc2)n[nH]1	-4	-4	-1	1	-19	-7	-11	10	4	6	-4
CC(=O)c1ccc(NC(=O)Nc2sc(NS(=O)(=O)c3ccccc3)nc2C)cc1	2	0	-1	14	8	14	-6	4	16	-7	-7

Among those listed so far, 2 have a nitro group on carbon.
SMILES	NCOA2 inhibitor	NOD2-RIPK2 inh	LMP1 NFkB inh	NCOA3 inh	TROY NFkB inh	TLR9-MyD88 inh	NCOA1 inh	NR2F2 inh	TRAIL sens C8	LRH-1 inv ag	Vif imaging
CC(C)(C)Sc1ccc([N+](=O)[O-])cc1C(=O)Nc1ccncc1	-16	-16	2	-17	-5	12	-26	-39	-2	-2	-19
Cc1ccc(S(=O)(=O)N2CCN(C(=O)COC(=O)c3ccc([N+](=O)[O-])o3)CC2)c(C)c1	7	-9	-6	-9	-4	-3	-12	-15	10	23	10

(further entries)
SMILES	NCOA2 inhibitor	NOD2-RIPK2 inh	LMP1 NFkB inh	NCOA3 inh	TROY NFkB inh	TLR9-MyD88 inh	NCOA1 inh	NR2F2 inh	TRAIL sens C8	LRH-1 inv ag	Vif imaging
Cc1cccc2sc(NC(=O)CN(C)S(=O)(=O)c3ccc(Br)s3)nc12	24	4	7	13	48	-4	2	3	-1	0	-17
CCOC(=O)c1c(C)nc2ccccn12	2	-5	-13	-11	1	0	2	-3	-7	0	31
Cn1ccc(C(=O)OCC(=O)Nc2ccccc2Cl)n1	-41	5	-5	1	2	-7	-7	3	7	18	-4
COc1cc(/C=C/C(=O)OCC(=O)Nc2oc(C)c3c(C)n[nH]c(=O)c23)ccc1OC(F)F	9	-2	1	-12	9	-2	-25	9	-2	16	-3
COC(=O)c1ccc2c(c1)NC(=O)C1CCCN21 (centres undefined)	/	-3	/	2	-14	/	-34	/	4	-11	2
Cn1nc(C(=O)NCc2cccc(Cl)c2)c2c1-c1ccccc1S(=O)(=O)C2	2	-4	-3	20	4	-8	9	-8	-5	4	-4
Cc1nnc(SCc2ccc(Cl)cc2Cl)[nH]c1=O	-13	-2	4	5	-46	5	-22	3	10	-24	8
COc1cccc(C=O)c1OCCN1C(=O)c2ccccc2C1=O	-9	-3	4	-23	9	-7	14	13	-9	-4	-2
CC(=O)Nc1nc2c(F)cccc2s1	-15	-12	5	-23	-1	-1	-19	0	-16	-11	-3
COc1ccc2cc3c(N)nn(C(=O)Cc4c[nH]c5ccccc45)c3nc2c1	56*	6	75*	51	67*	6	79*	42*	40	55	-29
Cc1ccc(NC(=O)Nc2cccc(F)c2)nc1	-41	-13	-44	-82	-70	-16	-73	-50	4	-85	-5
O=C(O)C1C2C=CC(C2)C1C(=O)NCc1cccs1 (centres undefined)	-3	8	5	6	-14	3	3	-6	0	-1	8
COc1ccccc1N1CCN(C(=O)c2ccc(NS(=O)(=O)c3ccc(C)cc3)cc2)CC1	14	-8	-3	19	15	10	-39	-4	0	5	-6
CNC(=S)N/N=C/c1c(C)nn(-c2ccccc2)c1Cl	-13	-2	-7	-8	-62	-4	-25	-25	16	-48	-8
Cc1cccc(/C=N/c2sc3c(c2C(=O)OC(C)(C)C)CCN(C)C3)c1O	-32	-10	-1	1	2	8	-5	-8	11	18	-10
Cc1nc2cc(-c3ccc(F)cc3)[nH]n2c(=O)c1C	-70	-8	-4	-126	-38	-2	-63	-55	21	-140	-5
NC(=O)NNC1=Nc2cccc3cccc1c23	17	-7	2	11	9	17	-2	-17	0	24	22
Fc1cccc(NCCc2c[nH]c3ccccc23)n1	-10	-1	-15	-5	-68	8	-10	-35	19	-10	-11
O=C(O)c1ccc(CS(=O)(=O)c2cccc(C(F)(F)F)c2)o1	0	-1	-3	-17	12	-2	-20	-7	-6	-10	5
CC(C)(C)n1nnnc1C(c1ccc(Cl)cc1)N(Cc1cccnc1)Cc1ccco1 (centres undefined)	2	17	-5	17	4	-7	3	8	12	13	-9
O=C(c1c[nH]c2ccccc12)C(Cl)c1ccccc1 (centres undefined)	33	-4	-15	25	13	-6	21	-6	-1	19	26
CC(=NC1CC1)c1c(-c2ccccc2)[nH]n(-c2nc3ccccc3s2)c1=O	-3	-10	5	-5	-7	2	-2	-26	-9	2	7
O=S(=O)(c1ccc(NCCOc2ccccc2)nc1)N1CCCC1	20	-17	-1	-10	9	-13	-19	15	3	-16	-3
CC(C)Cc1ccc(C(C)C(N)=NCCc2ccccc2)cc1 (centres undefined)	-22	5	-1	-26	-27	-22	-39	-14	26	13	-4
CC(=O)NC(CCS(C)(=O)=O)C(=O)Nc1ccc2c(c1)OCCO2 (centres undefined)	-22	-1	3	-6	-7	-9	5	10	7	21	-3

Not all compounds are listed; the hit share may differ from the screen's.
